TGFb SMAD3 inh – TGF-b pathway inhibition; HepG2 CAGA-GFP TGF-b/SMAD3 reporter, GFP fluorescence, 18 h; TGF-beta stimulated, 500 pg/mL final; Potency, µM (highest dose often 46.1 µM), for inactives: at the top dose activity, negative = inhibition, usual class: inhibitors; 1.2% of 410,000 active; further: potency means the concentration at half of the fitted maximal effect; on the % scale 0 is the no-effect control and ±100 the full control effect; nearly all actives have a fitted effect of over 65% in size
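Inhibition was scored as loss of TGF-beta-induced (500 pg/mL final, 18 hours, 37 degrees C) GFP in HEPG2 cells carrying a CAGA-GFP reporter, in DMEM with 1% FBS. Well GFP was summed per cell; Activity was normalised to unstimulated and stimulated DMSO wells, then concentration-response fitting.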
HepG2 viability – kills HepG2 cells in TGF-b inhibitor counter-screen. HepG2 CAGA-GFP viability, ATP luminescence, 18 h. Potency, µM (doses to about 46.1 µM), inactives show at the highest dose activity change, negative = cytotoxicity, hits mostly cytotoxic. 0.76% of 410,000 active; further: potency means the concentration at half of the fitted maximal effect; some results filed as inactive show a strong effect at the top dose
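CellTiter-Glo luminescence gave cytotoxicity after 18 hours at 37 degrees C. The cells were HepG2 CAGA-GFP in 1% FBS DMEM, stimulated with 500 pg/mL TGF-beta after compound addition. %Activity was normalised to no-cell wells (complete cell-killing) and DMSO (no toxicity), and curves were fitted and classified.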
Nrf2 ARE act – activates Nrf2 signaling; Potency, µM (top dose mostly 46.1 µM), for the others: top-dose activation, most hits filed as activators; AID 624171; 0.31% of 410,000 active; AREc32 ARE-luciferase reporter (MCF7-derived line), luminescence, 24 h; further: potency means the concentration at half of the fitted maximal effect; % of control where 0% means no effect; nearly all actives have a fitted effect of over 65% in size
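ARE-driven firefly luciferase activity in AREc32 cells measured after a 24 hr compound exposure at 37 deg C, using Steady-Glo reagent and a 30 min room-temperature hold.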
ATXN viability – reduces viability in counter-screen for ATXN expression inhibitors | S2 cells (HEK-293 line with an ATXN2-luciferase reporter) viability, CellTiter-Fluor protease fluorescence, 24 h | Potency, µM (highest dose often 56.7 µM), hits mostly cytotoxic | 0.49% of 400,000 active; further: potency means the concentration at half of the fitted maximal effect; nearly all actives have a fitted effect of over 40% in size
IL-1B inflam inh – blocks inflammasome-driven IL-1 beta release; THP-1 LPS/ATP IL-1B secretion, AlphaLISA, 16 h; stronger effect = lower value; activity change, % at 57.5 µM; 4.7% of 360,000 active; in the data active means activity change below about -50%; inconclusive means mostly about -30% to -49%; further: on the % scale 0 is the no-effect control and ±100 the full control effect
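THP-1 cells pretreated 1 hr with compounds (up to 57.5 uM final), then stimulated with LPS (250 ng/mL final) plus ATP (1.25 mM final); secreted IL-1B measured by AlphaLISA after 16 hr, decreased signal indicating inhibition.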
MCF10A rereplic – inducers of DNA re-replication in MCF 10A breast cells | AID 624296 | MCF 10A DNA re-replication, Hoechst nuclear intensity, 48 h | Potency, µM (doses to about 46.1 µM), inactives show top-dose activity, positive = re-replication, usual class: activators | 2.9% of 350,000 active; further: potency means the concentration at half of the fitted maximal effect; % of control where 0% means no effect; nearly all actives have a fitted effect of over 50% in size
Nrf2 inh – Nrf2 pathway inhibition. A549 ARE-Fluc reporter, luciferase luminescence, 18-24 h. Potency, µM (series often up to 46 µM), for the others: at the top dose activity change, negative = inhibition, actives largely listed as inhibitors. 2.1% of 360,000 active; further: potency means the concentration at half of the fitted maximal effect; on the % scale 0 is the no-effect control and ±100 the full control effect; nearly all actives have a fitted effect of over 60% in size
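Two sequential reads on A549 ARE_Fluc cells exposed to compound for 18-24 h: a CellTiter-Fluor fluorescence read for viability, then a luciferase luminescence read for Nrf2/ARE activity.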
A549 tox – A549 cytotoxicity, counter-screen for Nrf2 inhibitors. A549 ARE-Fluc cells, CellTiter-Fluor viability, 18-24 h. Potency, µM (highest dose often 46 µM), inactives show at the highest dose activity change, negative = cytotoxicity, hits mostly inhibitors. 0.16% of 390,000 active. AID 504648; further: potency means the concentration at half of the fitted maximal effect; on the % scale 0 is the no-effect control and ±100 the full control effect
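Cytotoxicity counterscreen: CellTiter-Fluor fluorescence was measured in A549 ARE_Fluc cells after 18-24 h of compound exposure in a concentration series. The subsequent BugLite luminescent read reports ARE-luciferase activity.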
ATXN2 expr inh – inhibitors of ATXN2 expression | HEK-293 ATXN2-luciferase reporter, luminescence, 24 h | Potency, µM (titrated, usually from 57 µM), for inactives: at the highest dose activity change, negative = inhibition, most hits filed as inhibitors | 0.72% of 360,000 active; further: potency means the concentration at half of the fitted maximal effect; on the % scale 0 is the no-effect control and ±100 the full control effect; nearly all actives have a fitted effect of over 55% in size
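ATXN2-luciferase reporter cells (luciferase flanked by upstream and downstream ATXN2 gene portions) were treated 24 h at 37 °C with compounds at up to 57 uM. SteadyGlo luminescence gave expression; GF-AFC fluorescence gave viability.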
An asterisk follows results filed as active; i = inactive; u = inconclusive; x = not tested or not shown; & = joins results of further samples; [ ] = dose if it differs, or a comment. Unless noted, the call rests on the fitted dose curve; in most records, active means well fitted curve in the direction sought with a large enough effect; inconclusive means small, poorly fitted or top-dose-only effect, or another doubt; inactive means no such curve, though single readings can be large; an effect the other way counts as inactive or inconclusive.

Structure	TGFb SMAD3 inh	HepG2 viability	Nrf2 ARE act	ATXN viability	IL-1B inflam inh	MCF10A rereplic	Nrf2 inh	A549 tox	ATXN2 expr inh
COc1cccc(OCCn2cccc2/C=C2/C(=N)N3OC(C)=CC3=NC2=O)c1	-8%	-1%	0.1%	i	38	-3%	14%	2%	-1%
CCOC(=O)c1cnc(SCC(=O)Nc2ccc(N3CCOCC3)c(Cl)c2)nc1N	-4%	-3%	2.2%	i	-8	-9%	x	-3%	8%
O=C(COc1ccc(Cl)cc1)NCC(c1ccco1)S(=O)(=O)c1ccc(F)cc1 (stereo unspecified)	2%	-6%	3.7%	x	x	x	x	2%	x
COc1ccc(/C=C2/CCCc3ccccc3C2=O)cc1	u	-54%	4.2%	i	0	1.6µM*	u	4%	37%
O=C(Nc1cccn2ncnc12)c1cccc(C(F)(F)F)c1	-2%	0%	u	i	10	3%	u	1%	9%
COc1ccc(-c2cnc(N)n2C)cc1	14%	-19%	0.8%	i	-18	u	0%	-2%	x
Cc1nn2c(c1-c1ccccc1)N=C(c1ccco1)CC2c1ccccc1 (stereo unspecified)	-9%	-18%	16%	i	u	u	u	-8%	9%
O=C(Cn1nnc(-c2ccccc2)n1)Nc1cccc(S(=O)(=O)N2CCCC2)c1	u	-26%	-0.5%	i	7	5%	16µM*	-5%	-7%
Cc1ccc(S(=O)(=O)NCC(=O)NNC(=O)c2ccccc2Cl)cc1C	-26%	-20%	-0.2%	i	15	3%	5%	-5%	36%
COc1cc(OC)cc(C(=O)NCC2CCCO2)c1 (stereo unspecified)	-5%	-1%	-0.5%	u	22	u	1%	-1%	3%
CCCN(c1ccc(C(=O)OC)cc1)S(=O)(=O)c1ccccc1	0%	-20%	-0.4%	i	8	u	-9%	0%	-19%
O=C(O)CCc1ccc(S(=O)(=O)NCCc2ccccc2)cc1	-6%	-6%	0.4%	i	30	0%	2%	2%	2%
O=C1CSCN1c1ccc(Cl)c(Cl)c1	-14%	0%	-0.6%	i	-26	1%	3%	4%	x
COc1ccc2c(CCNC(N)=S)c[nH]c2c1	u	1%	0.2%	i	u	-4%	14%	4%	0%
Cc1ccc(NC(=O)Cn2cc(C=O)c3ccccc32)cc1	7.9µM*	-29%	0.7%	i	65	29%	2%	0%	-9%
O=S(=O)(Nc1c(O)ccc2ccccc12)c1cccc2ccccc12	u	-1%	3.0%	i	8	u	1%	1%	-9%
CN(C)c1nc2c(c(N)nn2-c2ccc(Cl)cc2)c(=O)o1	0%	-13%	0.3%	i	-7	1%	11%	-5%	1%
COc1cccc(NC(=O)CCNS(=O)(=O)c2ccc3c(c2)CCCC(=O)N3)c1	2%	3%	0.2%	i	x	x	x	3%	10%
C=CCn1nc2n(c1=O)-c1ccccc1SC2	-6%	1%	0.7%	i	-14	-1%	6%	-2%	x
O=S(=O)(c1c(F)cccc1F)N(CCc1ccc(F)cc1)C[C@@H](O)COCc1ccccc1	u	-8%	3.1%	u	0	u	4%	-2%	0%
COc1cccc2c(Cl)c(CC=C(Cl)Cl)c(C)nc12	0%	-2%	2.7%	i	-50*	2%	u	5%	-7%
COc1ccc(C2C(C(=O)OC3CCCCC3)=C(C)Nc3nnnn32)c(OC)c1OC (stereo unspecified)	0%	-2%	-0.3%	u	8	3%&-120%	-7%	-10%	3%
Cc1cc(C)cc(NC(=O)c2ccc(CSc3nnnn3C)cc2)c1	2%	-37%	12%	i	-53*	u	-6%	0%	8%
CN1OC[C@@H]2CN[C@H](c3ccc(-c4cccc(F)c4)cc3)C[C@@H]21	22%	1%	5.6%	i	-24	x	x	x	2%
C=CCNC(=O)CC(=O)N/N=C/c1cccc(C)c1	2%	4%	-0.1%	i	4	-2%	0%	0%	-13%
CS(=O)(=O)N(CC(=O)Nc1ccccc1C(=O)NCCc1ccccc1)c1ccc2c(c1)OCCO2	u	-68%	4.1%	u	-14	5%	1%	-6%	23%
CCc1ccccc1NC(=O)CN1C(=O)c2cccnc2Oc2ccc(Cl)cc21	0%	-22%	2.9%	x	x	x	-5%	8%	x
O=C(CCSc1ccc(Cl)c(Cl)c1)NC12CC3CC(CC(C3)C1)C2	u	-18%	1.9%	i	-4	18µM*	u	u	22%
CCOC(=O)c1nnn(CC(=O)N2N=C(c3ccccc3)CC2c2ccccc2)c1C(=O)OCC (stereo unspecified)	-7%	-21%	0.6%	i	21	3%	15%	6%	74%[activator]
Cc1ccc(C(=O)Nc2ccccc2N2CCCCC2)cc1S(=O)(=O)N1CCOCC1	-4%	-10%	2.5%	i	-9	17%	u	3%	-9%
Cc1nnc(SCC(=O)N(C)Cc2ccccc2)[nH]c1=O	24%	3%	0.4%	i	-11	4%	0%	-1%	-14%
CCCCCCN1CCN(C2CN(CCCC)S(=O)(=O)C2)CC1 (stereo unspecified)	-10%	-4%	-1.1%	i	9	x	x	x	10%
CCOc1ccc(-c2nnc(SCC(=O)Nc3ccc(C)cc3Cl)o2)cc1	-8%	-24%	-3.3%	i	x	x	22%	6%	-1%
COC(=O)C1=C(NC(=O)c2ccc(C)cc2)CCS1	-24%	0%	-0.6%	i	10	17%	4%	0%	3%
CCCN(C)C[C@H]1Oc2ncc(Br)cc2C(=O)N([C@@H](C)CO)C[C@@H]1C	6%	-14%	0.2%	i	26	x	x	x	6%
N#Cc1ccc[n+](CC(=O)c2ccc(Cl)cc2)c1	13%	-11%	3.3%	i	-6	7%	-8%	u	-14%
Cc1ccc(NC(=O)CSc2ccccc2NC(=O)c2ccccc2)cc1Cl	-10%	-14%	4.5%	i	u	21µM*	u	-23%	0%
O=C(CCN1CCc2ccccc2CC1)c1ccc2c(c1)OCCO2	u	1.4µM*	u	u	-58*	1.3µM*	18µM*	x	u
CCN(CC(=O)NC1CCCC1)S(=O)(=O)c1ccc(C)cc1	4%	-1%	-0.1%	i	3	-4%	-14%	10%	3%
Cc1cc(C)c(-n2c(C)cc(/C=C3/NC(=O)NC3=O)c2C)c(C)c1	2%	-23%	0.3%	u	62	u	u	-20%	0%
COc1ccc(C(=O)Nc2ccc(S(=O)(=O)Nc3cc(C)nc(C)n3)cc2)c(OC)c1	-25%	6%	-0.5%	i	13	28%	u	14%	-1%
Cc1cc(/C=C(\C#N)C(=O)O)c(C)n1CC(C)C	34%[activator]	11%	-0.5%	u	1	2%	u	-8%	x
COc1ccc(/C=N/N=C2/NC(=O)C(c3ccccc3)(c3ccccc3)S2)cc1	-2%	2%	-0.5%	i	20	-4%	13%	0%	-36%
CC(C)Oc1cc2oc(=O)c3c(c2cc1Cl)CCC3	8%	-1%	-0.1%	i	9	10%	19%	10%	4%
Cc1ccc(N2C(=O)C(Cc3ccccc3)NC2=S)cc1 (stereo unspecified)	-6%	-1%	-0.1%	i	-3	17%	7%	-1%	43%[activator]

Results in Nrf2 ARE act and MCF10A rereplic, for some of the entries so far:
structure | Nrf2 ARE act | MCF10A rereplic
Cc1ccc(N2C(=O)C(Cc3ccccc3)NC2=S)cc1 (stereo unspecified) | -0.1% | 17%
CCCCCCN1CCN(C2CN(CCCC)S(=O)(=O)C2)CC1 (stereo unspecified) | -1.1% | x
CCCN(C)C[C@H]1Oc2ncc(Br)cc2C(=O)N([C@@H](C)CO)C[C@@H]1C | 0.2% | x

Later entries.
Structure	TGFb SMAD3 inh	HepG2 viability	Nrf2 ARE act	ATXN viability	IL-1B inflam inh	MCF10A rereplic	Nrf2 inh	A549 tox	ATXN2 expr inh
O=C(Nc1cccc(F)c1)c1c(F)c(F)c(F)c(F)c1F	3%	-5%	u	i	-10	16%	15%	-3%	2%
Cc1cc([N+](=O)[O-])nn1CCCC(=O)O	-6%	-4%	0.1%	i	19	-7%	5%	-2%	10%
C/C(=N\NC(=O)COc1ccc(C(C)(C)C)cc1)c1ccc(OC(F)F)cc1	-24%	-28%	0.4%	i	-13	11%	-9%	-3%	7%
O=C1CCCC2=C1C(c1ccccc1)CC(=O)N2c1ccccc1 (stereo unspecified)	-2%	-5%	0.1%	i	17	-16%	x	-3%	-7%
CC(=O)CC(=O)Nc1ncc(C(F)(F)F)cc1Cl	-7%	-11%	-0.3%	i	-11	-1%	u	1%	0%
Cc1ccc(Cn2c(=O)n(Cc3ccco3)c(=O)c3ccccc32)cc1	1%	1%	0.7%	i	3	19%	x	9%	-9%
O=C(Cn1ncc2c3ccccc3n(Cc3ccccc3)c2c1=O)NCc1ccccn1	6%&-4%	-5%&-13%	0.5%&-0.4%	i	2	0%	-1%&2%	0%&7%	7%&2%
NNc1nc(Nc2ccccc2)nc(N2CCCCC2)n1	3%	-7%	0.5%	i	u	-2%	20%	13%	5%
CC(=O)NC(c1ccccc1)c1nc(-c2cccc(CO)c2)cs1 (stereo unspecified)	12%	4%	2.4%	i	23	x	x	x	1%
C=CCn1c(SCC(=O)N2CCc3ccccc3C2)nc2sc(C)cc2c1=O	0%	6%	-0.3%	i	u	u	u	-28%	-16%
O=C(NCC(c1ccco1)S(=O)(=O)c1cccs1)c1ccc(C(F)(F)F)cc1 (stereo unspecified)	-27%	-23%	0.5%	u	x	x	x	-6%	5%
COc1ccccc1NC(=O)CNC(=O)CC12CC3CC(CC(C3)C1)C2	-12%	-8%	2.4%	i	-2	u	-4%	5%	10%

Source: PubChem (National Center for Advancing Translational Sciences (NCATS))

Outcome played no part in choosing rows. Share with any hit: about 8.8%.
